Screens from PubChem.
Scp1 inh: inhibitors of human Scp-1 phosphatase | Q9GZU7 | Recombinant Scp1, phosphopeptide, malachite green phosphate absorbance | inhibition, % at 20 µM | 340,000 compounds, 0.88% hits;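 active = inhibition above about 50% at 20 µM, limit read from the data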;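 note: plate controls were DMSO wells with enzyme for no effect and wells lacking enzyme for full effect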
Target sequence (Q9GZU7 76-261 limits assumed): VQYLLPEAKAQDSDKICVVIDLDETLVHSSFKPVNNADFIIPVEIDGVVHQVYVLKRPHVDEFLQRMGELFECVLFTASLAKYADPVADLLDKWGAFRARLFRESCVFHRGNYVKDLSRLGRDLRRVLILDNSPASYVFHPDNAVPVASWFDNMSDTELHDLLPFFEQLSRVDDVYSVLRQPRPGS
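Material: truncated SCP-1 phosphatase (76-261aa) / Buffer or medium: 50 mM Tris acetate pH 5.5, 0.005% Tween-20, 10 mM MgCl2 / Compound dosing: one concentration, 20 µM, with 1.0% DMSO / Incubation: 45 min room-temperature reaction, 5 min colour, 30 min stabiliser / Detection: colorimetric free-phosphate detection, absorbance 630 nm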
STEP inh: STEP (human) phosphatase inhibition; P54829; 360,000 compounds, 0.25% hits; recombinant STEP, OMFP fluorogenic substrate, fluorescence; inhibition, % at 20 µM;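 active = inhibition at 20 µM, scaled per plate between control wells, above about 37%, limit read from the data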;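 note: 0% = DMSO with enzyme and substrate and 100% = substrate only without enzyme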
Target sequence (P54829 whole entry, looked up): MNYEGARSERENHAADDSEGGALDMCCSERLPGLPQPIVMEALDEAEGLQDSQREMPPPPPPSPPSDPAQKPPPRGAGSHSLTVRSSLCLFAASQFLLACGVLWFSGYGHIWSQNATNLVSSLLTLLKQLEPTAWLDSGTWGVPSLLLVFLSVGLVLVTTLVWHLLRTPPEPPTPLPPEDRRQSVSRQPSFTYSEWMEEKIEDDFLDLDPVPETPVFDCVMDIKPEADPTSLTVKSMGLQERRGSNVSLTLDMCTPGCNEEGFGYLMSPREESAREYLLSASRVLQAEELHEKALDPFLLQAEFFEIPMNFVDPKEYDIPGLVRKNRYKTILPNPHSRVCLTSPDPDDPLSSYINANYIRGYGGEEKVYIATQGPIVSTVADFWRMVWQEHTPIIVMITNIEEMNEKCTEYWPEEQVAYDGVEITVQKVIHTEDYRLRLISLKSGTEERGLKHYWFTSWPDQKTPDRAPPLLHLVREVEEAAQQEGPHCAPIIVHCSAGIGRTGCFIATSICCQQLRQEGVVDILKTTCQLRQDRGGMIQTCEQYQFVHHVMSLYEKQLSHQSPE
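Assay system: isolated STEP enzyme / Timing: 20 min at room temperature, dark / Doses: 20 µM, 1% DMSO / Technique: fluorescence intensity, excitation 480 nm, emission 540 nm / Reagent: fluorogenic phosphatase substrate OMFP at 25 µM final / Measure: percent inhibition scaled to no-enzyme and uninhibited-enzyme controls, plate-pattern corrected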
SUMO1 PPI mod: SUMO1-SIM interaction modulation | 360,000 compounds, 0.33% hits | SUMO1 binding to a labelled peptide, TR-FRET, 1 h | P63165 | inhibition, % at 20 µM; in the data active = inhibition above about 37%
Target sequence (P63165 whole entry, looked up): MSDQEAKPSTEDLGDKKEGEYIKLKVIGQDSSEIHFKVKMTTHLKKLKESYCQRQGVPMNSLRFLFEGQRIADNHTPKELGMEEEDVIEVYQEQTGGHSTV
Neddyl block: inhibitors of human cullin neddylation; P61081+Q13564; TR-FRET cullin neddylation, biochemical; calls only at 25 µM; 360,000 compounds, 0.58% hits; AID 651699; in the data active = inhibition above about 36%
SKN-1 block: blocks SKN-1 activity in C. elegans | 360,000 compounds, 0.49% hits | C. elegans VP596 Pgst-4::GFP/RFP ratio, acrylamide-induced, 24 h | inhibition, % at 21.8 µM | AID 624304;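 active = interference check ratio from 0.5 to 1.5 plus GFP to RFP signal ratio inhibition reaching or exceeding a fixed threshold, cut at about 30% in these data, passing the limit was not always enough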; note: some compounds called inactive have numbers as strong as hits
LMPTP inh: blocks human LMPTP phosphatase | P24666 | recombinant LMPTP-A, OMFP fluorogenic substrate, fluorescence intensity | inhibition, % at 20 µM | 360,000 compounds, 0.22% hits | AID 651560;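 active = compounds that cut the enzyme signal by at least half of the control window in the single-dose screen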;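 note: plate controls were DMSO wells with enzyme plus substrate for no effect and substrate without enzyme for full effect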
Target sequence (P24666 whole entry, looked up): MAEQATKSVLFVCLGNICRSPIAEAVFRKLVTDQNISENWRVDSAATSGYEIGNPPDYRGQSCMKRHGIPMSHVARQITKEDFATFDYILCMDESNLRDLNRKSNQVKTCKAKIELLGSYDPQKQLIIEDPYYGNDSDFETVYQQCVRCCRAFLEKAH
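material = LMPTP-A | quantity = 0.625 nM enzyme | reagent = OMFP substrate, 400 µM final | buffer or medium = Bis-Tris pH 6.0, DTT, detergent | detection = endpoint fluorescence intensity from OMFP dephosphorylation | dosing = single 20 µM dose | read-out basis = % inhibition relative to no-enzyme and uninhibited control wells | control set = no-enzyme and uninhibited controls | timing = 50 min at room temperature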
CendR NRP1 mod: NRP-1/CendR interaction modulation | 360,000 compounds, 0.85% hits | inhibition, % at 25 µM | FAM-RPARPAR peptide binding to NRP-1, fluorescence polarization | AID 602438;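 active = inhibition or corrected inhibition above about 18%, plus a signal ratio from 0.5 to 1.5, limit read from the data, passing the limit was not always enough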; note: strong numbers were not always called active
Tb MetRS inh: blocks T. brucei methionyl-tRNA synthetase activity; AID 624268; purified T. brucei MetRS, ATP depletion, Kinase-Glo luminescence; 360,000 compounds, 0.4% hits; inhibition, % at 11.9 µM;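 active = inhibition above a per-plate cutoff of the control wells' mean inhibition plus 3 SD, cut at about 5.5% in these data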;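 note: 0% = DMSO wells median and 100% = median of wells with control inhibitor compound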
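Dosing: 11.9 µM compound single dose, 0.9% DMSO; Assay system: purified T. brucei MetRS enzyme; Measured by: Kinase-Glo luciferase luminescence reporting remaining unconsumed ATP; Schedule: 15 min plus 2 h at 25 °C.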
NadD block: blocks S. aureus nicotinate mononucleotide adenylyltransferase. purified NadD enzyme, colorimetric absorbance read-out. 360,000 compounds, 0.78% hits. inhibition, % at 20 µM; in the data active = inhibition above about 26%; note: some compounds past the cut are filed as inactive
DNMT1 inh: blocks human DNA methyltransferase DNMT1; inhibition (reported as % activation of signal), % at 10 µM; P26358; DNMT1 molecular beacon, Hinp1I cleavage, fluorescence; 360,000 compounds, 0.83% hits; AID 588458; in the data active = inhibition above about 50%
* hit, by the source's call; i = inactive; · = not tested or not shown.

SMILES	Scp1 inh	STEP inh	SUMO1 PPI mod	Neddyl block	SKN-1 block	LMPTP inh	CendR NRP1 mod	Tb MetRS inh	NadD block	DNMT1 inh
Cc1cc(C)c(C)c(S(=O)(=O)N2CCN(c3ccc(O)cc3)CC2)c1C	-2	-2	3	i	6	2.1	19	-0.3	-7	-10
CN(CC(=O)O)S(=O)(=O)c1ccc2oc3ccccc3c2c1	1	0	3	i	-9	-2.9	21	-0.8	-1	4
O=C(Cc1cccs1)NCc1ccco1	-5	-2	4	i	-11	-1.9	-15	-0.1	2	4
Cc1cc(Br)cn2c(Cc3ccsc3)c(-c3ccccc3)nc12	·	-1	5	i	37*	-1.2	6	0.2	1	-7
CSc1nnc(NC(=O)c2cccc(S(=O)(=O)N3CCOCC3)c2)s1	-4	1	0	i	15	-0.4	3	-0.1	1	3
Cc1ccc(Oc2ccc(Cl)cc2NC(=O)c2ccc(F)cc2F)cc1	4	1	0	i	-9	1.1	-6	-1.3	-2	0
Cc1cc(=O)[nH]c(N2CCCC2)n1	-3	-2	-3	i	-11	-1.8	-8	-0.8	-1	0
Cc1nnc(NC(=O)CSc2nc3ccccc3o2)s1	-7	-2	3	i	-12	0.0	-9	-1.4	1	3
CCc1ccc(NC(=O)C(C)Sc2nc(-c3ccco3)c(C#N)c(=O)[nH]2)cc1 (stereo unspecified)	25	4	4	i	23	0.1	-62	-0.7	4	13
COc1cccc(NC(=O)C(OC(=O)c2ccc([N+](=O)[O-])o2)c2ccccc2)c1 (stereo unspecified)	-13	0	-4	i	-8	-0.2	-13	-0.1	-2	-21
O=C1CCC(=O)N1c1ccc(S(=O)(=O)Nc2cccc([N+](=O)[O-])c2)cc1	-2	-3	-20	i	6	-0.9	0	-0.1	-4	1
Cc1ccc(CNS(=O)(=O)c2ccc(-n3cccn3)cc2)cc1	·	-5	2	i	-25	-0.9	4	-0.1	-2	-1
COc1ccc(NC(=O)Nc2ncccc2C)cc1	-5	-1	-2	i	10	-0.1	-10	-0.6	2	-1
COc1cc(/C=C2\C(=O)N(c3ccccc3)N=C2C)ccc1Oc1ccc([N+](=O)[O-])cc1[N+](=O)[O-]	-2	1	12	i	-6	2.4	6	0.6	36*	-24
COc1ccccc1-c1cccc([C@@H]2C[C@H]3[C@H](CON3C)CN2Cc2ccccc2)c1	-4	0	6	i	14	4.5	2	-0.5	-1	-1
COc1ccc(C(NC(=O)CN2C(=O)NC3(CCc4ccccc43)C2=O)c2ccc(OC)cc2)cc1 (stereo unspecified)	-8	1	-3	i	10	1.3	-10	-0.3	-3	-3
O=S(=O)(Nc1ccc(Cl)cc1NS(=O)(=O)c1ccccc1)c1ccccc1	-13	0	2	i	-9	0.8	17*	0.5	0	-1
O=C1CCC(C(=O)OCc2cc(Cl)ccc2OC(F)F)N1 (stereo unspecified)	-4	-2	-1	i	30	-0.7	2	0.0	2	-6
CCC(=O)N1CCN(c2ccc(NC(=O)c3ccccc3)cc2)CC1	-4	1	0	i	12	-0.4	6	0.2	3	3
Cc1ccccc1CSc1nnc(NC(=O)Cc2cccs2)s1	23	-3	3	i	-2	2.1	10	0.5	-4	30
CCOC(=O)C1CCCN(Cc2cccs2)C1 (stereo unspecified)	3	0	6	i	9	-1.3	3	-0.9	-5	1
O=C(NC(=S)N1CCN(c2ccc([N+](=O)[O-])cc2Cl)CC1)c1ccco1	-14	4	-19	i	3	0.3	-10	0.2	-1	-1
CCn1c(C)cc(C=C2C(=O)c3ccccc3C2=O)c1C	-7	0	-19	i	11	4.2	136	0.1	-2	-12
Brc1ccc(C2NCCS2)cc1 (stereo unspecified)	-9	-5	17	i	11	-2.7	1	0.1	-7	2
COc1ccc(-c2oc3c(c2C#CC(C)(C)O)C(OCCO)CC3)cc1 (stereo unspecified)	·	·	-2	i	11	0.6	6	0.2	-4	·
CC(=O)c1sc(NC(=O)c2cccc(N3C(=O)CCC3=O)c2)nc1-c1ccccc1	-3	1	-57	i	-7	2.1	-3	-0.2	2	-1
COc1ccc(NC(=S)Nc2ccccc2Cl)cn1	-12	0	-2	i	4	-0.6	-13	-0.5	-4	-1
O=C(Cc1ccccc1[N+](=O)[O-])NNC(=O)Nc1ccc2c(c1)OCO2	-7	-1	-5	i	3	-0.9	16	-0.4	3	-1
COc1cc(C(=O)NCc2nnc(SCC(=O)NCc3ccco3)o2)cc(OC)c1OC	-1	-5	-1	i	-1	-1.4	2	-0.1	-1	-2
Cc1ccc(NC(=O)c2cccc(S(=O)(=O)N(C)C3CCCCC3)c2)nc1	-1	4	2	i	-1	-0.4	7	-0.5	-4	-1
CCOC(=O)c1nc(NCc2ccccc2)c2ccccc2n1	-9	-3	-7	i	-1	1.6	3	-0.1	-3	-3
CCS(=O)(=O)c1nc(S(=O)(=O)c2ccc(Cl)cc2)c(NCCOC)s1	-9	0	-5	i	15	-1.1	-2	-0.3	-9	-2
CC1CCCC(C)N1C(=O)CSc1nnnn1-c1cccc2c1CCCC2 (stereo unspecified)	-2	1	-1	i	3	0.7	12	-0.8	6	-5
Cc1c(Cl)cccc1NC(=O)CC1SC(=NCC2CCCO2)NC1=O (stereo unspecified)	-7	-3	-3	i	15	-0.4	-3	-0.1	-1	-1
CC(C)(C)c1ccc2c(c1)C(=O)c1ccccc1C2=O	-10	0	-19	i	18	1.5	-1	-0.2	-5	5
Cc1cc(-c2nc3ncccc3o2)ccc1NC(=O)CC(C)C	-7	-1	-4	·	3	-1.9	6	-1.1	-6	0
COc1ccc(CNC(=O)C2(CC3CC(c4ccccc4)=NO3)CCN(C(=O)CCCCCBr)CC2)cc1 (stereo unspecified)	5	-2	0	i	9	-1.8	11	-0.4	-1	2
CCOc1ccc(C(=O)NC2CCN(C(=S)Nc3ccccc3C)CC2)cc1	-7	0	0	i	10	0.6	-3	-0.1	-1	1
Cc1cc(C)c(S(=O)(=O)NCc2ccc3c(c2)cc(C)n3C)c(C)c1	-14	0	-5	i	58	4.3	-1	0.0	9	36
CC1=C(C(=O)N2CCOCC2)CC(CC(=O)NCCCCc2ccccc2)C(=O)N1Cc1ccc(C(C)(C)C)cc1 (stereo unspecified)	·	-1	6	i	-29	0.3	5	-1.9	3	-5
O=C1c2ccccc2C(Nc2ccc3nc(-c4cccnc4)[nH]c3c2)N1Cc1ccco1 (stereo unspecified)	-14	-2	28	·	0	2.7	-11	-0.4	4	-9
Cc1ccccc1N1C(=O)CC(c2c[nH]c3ccccc23)C1=O (stereo unspecified)	-3	-2	-2	i	-1	2.0	20	-0.5	2	-7
CC(=O)Nc1cccc(NC(=O)Nc2cccc(Cl)c2C)c1	-4	1	1	i	0	-0.3	-4	-0.5	-6	-101
COc1cccc(C(=O)NCCSc2ccc(Br)cc2)c1	-9	1	4	i	11	1.1	16	-0.2	-1	-3
CCOC(=O)N1CCc2c(sc3nc[nH]c(=O)c23)C1	-11	-2	0	i	-4	3.6	-1	-1.1	-5	1
Cc1cc(=O)[nH]n(CCO)c1=O	-18	3	-2	i	10	0.2	7	-0.3	-2	11
O=C(O)CCn1nnc2ccccc21	-11	0	2	i	6	-1.5	10	-0.2	-2	-2
COc1cccc(NC(=O)CSc2ccc(-c3sc(C)nc3C)nn2)c1	-8	3	-20	i	8	0.3	2	-0.3	3	-5
O=C(Nc1ccccc1)N(C1=NCCC1)c1ccc(OC(F)F)cc1	0	5	1	i	10	0.2	6	-0.6	4	-1
CC(OC(=O)c1ccc2c(c1)NC(=O)CS2)C(=O)c1ccc(F)cc1 (stereo unspecified)	-16	0	1	i	16	-0.8	2	0.2	-5	-1
Remaining list, next part:
SMILES	Scp1 inh	STEP inh	SUMO1 PPI mod	Neddyl block	SKN-1 block	LMPTP inh	CendR NRP1 mod	Tb MetRS inh	NadD block	DNMT1 inh
S=c1[nH]nc(-c2ccco2)n1/N=C/c1ccc(Cl)cc1	-3	0	-2	i	-9	-1.5	6	-0.4	7	2
Cc1ccc(S(=O)(=O)N[C@H](CNCc2ccccc2)C(C)C)cc1	·	·	3	i	16	-0.6	-1	-0.6	·	·
COCCCNC1=C(C#N)C(=O)NC(c2cccc([N+](=O)[O-])c2)S1 (stereo unspecified)	·	0	-24	i	2	-1.0	-5	-0.2	1	6
CCN(C(=O)CSc1nnc(Nc2ccccc2)s1)C1CCS(=O)(=O)C1 (stereo unspecified)	-4	-2	3	i	-5	-0.8	8	7.4*	-4	-3
COc1cccc(/C=N/NC(=O)CN(C2=NS(=O)(=O)c3ccccc32)c2ccccc2)c1	-9	5	4	i	1	1.9	-2	0.9	11	5
CCC(c1nnnn1CCOC)N(Cc1cc2c(C)cc(C)cc2[nH]c1=O)CC1CCCO1 (stereo unspecified)	2	2	-7	i	3	-1.1	7	-0.2	3	5
Cc1ccc(Nc2nc3ccccc3n3cnnc23)cc1C	-16	1	-2	·	-6	2.3	-11	1.9	-10	2
O=C(c1c(F)cccc1F)N1CCCC1	-11	-1	-5	i	1	-0.6	3	0.0	3	0
COc1ccc(C(CC(=O)O)NC(=O)COc2cc(C)ccc2C)cc1OC (stereo unspecified)	-1	0	2	i	0	1.0	8	-0.7	-4	0
CC(=O)Nc1cccc(NC(=O)CSc2nc(=O)n3cccc(C)c3n2)c1	1	0	4	i	20	0.0	7	-0.3	1	1
C[n+]1cn(Cc2cc(Cl)ccc2OC(F)F)c2ccccc21	-2	-2	5	i	-7	-2.0	-2	-0.3	0	4
Cc1c(-c2ccccc2)sc(Br)c1C(=O)N1CCOCC1	1	5	-1	i	9	0.7	8	-0.2	1	0
O=S(=O)(Nc1nc2ccccc2nc1NCc1ccco1)c1cccs1	-10	-3	13	i	-10	1.1	-30	0.0	12	7
O=C(Oc1ccc(C(=S)N2CCOCC2)cc1)c1cccc([N+](=O)[O-])c1	2	3	-27	i	8	-0.1	8	-1.5	11	-2

Random excerpt: 5 entries already listed
SMILES	Scp1 inh	STEP inh	SUMO1 PPI mod	Neddyl block	SKN-1 block	LMPTP inh	CendR NRP1 mod	Tb MetRS inh	NadD block	DNMT1 inh
O=C1CCC(C(=O)OCc2cc(Cl)ccc2OC(F)F)N1 (stereo unspecified)	-4	-2	-1	i	30	-0.7	2	0.0	2	-6
CC1CCCC(C)N1C(=O)CSc1nnnn1-c1cccc2c1CCCC2 (stereo unspecified)	-2	1	-1	i	3	0.7	12	-0.8	6	-5
O=C(O)CCn1nnc2ccccc21	-11	0	2	i	6	-1.5	10	-0.2	-2	-2
COc1ccc(C(NC(=O)CN2C(=O)NC3(CCc4ccccc43)C2=O)c2ccc(OC)cc2)cc1 (stereo unspecified)	-8	1	-3	i	10	1.3	-10	-0.3	-3	-3
Cc1cc(C)c(C)c(S(=O)(=O)N2CCN(c3ccc(O)cc3)CC2)c1C	-2	-2	3	i	6	2.1	19	-0.3	-7	-10
